Screening results from PubChem BioAssay.
BAZ2B block: qHTS Assay for Inhibitors of BAZ2B; Bromodomain adjacent to zinc finger domain protein 2B (Homo sapiens), Q9UIF8; AlphaScreen BAZ2B-H3K14Ac peptide displacement; Potency, µM (top dose mostly 114 µM), for the others: top-dose activity change, negative = inhibition, actives largely listed as inhibitors; actives 4.4% (n = 360,000); also: potency is read from the fitted curve at half-maximal effect; % is scaled to controls: 0 for no effect and ±100 for the full control effect; nearly all actives have a fitted effect of over 60% in size
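AlphaScreen displacement of biotin-H3(5-23)K14Ac peptide (50 nM final) from BAZ2B (50 nM final) in PBS pH 7.4, 0.01% Tween-20; complex preformed 30 min RT, then compounds (top 110 uM) 30 min RT, beads 20 min dark.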
PI4K2A block: qHTS for small molecular inhibitors of PI4K2A | Phosphatidylinositol 4-kinase type 2-alpha (Homo sapiens), Q9BTU6 | activity change, negative = inhibition, % at 76.9 µM | AID 1346378, 2018 | purified PI4K2A, ADP-Glo luminescence, 1 h; stronger effect = lower value | actives 0.13% (n = 420,000); in the data active = activity change below about -50%; inconclusive = mostly about -30% to -49%;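 also: -100% = wells without enzyme as full effect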
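In this quantitative HTS, ADP production by PI4K2A was quantified luminescently after 1 h at ambient temperature; 100 microM adenosine served as plate-quality control.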
HP1b chromo inh: HTS for Inhibitors of HP1-beta Chromodomain Interactions with Methylated Histone Tails | AID 540317, 2011 | actives 0.56% (n = 390,000) | AlphaScreen HP1-beta / biotin-H3K9me3 peptide binding | Potency, µM (series often up to 114 µM), inactives show at the highest dose activity change, negative = inhibition, most hits filed as inhibitors; also: potency is read from the fitted curve at half-maximal effect; nearly all actives have a fitted effect of over 70% in size; inactives centre near 23
Target sequence (P83916 whole entry, looked up): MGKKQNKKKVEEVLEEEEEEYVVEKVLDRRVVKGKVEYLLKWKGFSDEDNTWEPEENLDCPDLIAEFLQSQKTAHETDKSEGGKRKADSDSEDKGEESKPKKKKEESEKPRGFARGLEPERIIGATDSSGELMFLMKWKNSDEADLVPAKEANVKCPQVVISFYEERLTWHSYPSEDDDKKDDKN
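Compound inhibition of the preformed complex between 50 nM HP1-beta and 50 nM biotinylated H3K9me3 peptide was read by AlphaScreen. Buffer was PBS pH 7.4 with 0.01% Tween-20. Incubations ran 30 min at room temperature, with 10 ug/mL donor/acceptor beads.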
PGK inhibitor: qHTS Assay to Find Inhibitors of Phosphoglycerate Kinase. Phosphoglycerate kinase, glycosomal (Trypanosoma brucei brucei), P07378. PGK/GAPDH coupled, Kinase-Glo luminescence, 60 min. Potency, µM (top dose mostly 57.5 µM), for the others: at the top dose activity change, negative = inhibition, hits mostly inhibitors. actives 0.043% (n = 380,000); also: potency is read from the fitted curve at half-maximal effect; % is scaled to controls: 0 for no effect and ±100 for the full control effect; nearly all actives have a fitted effect of over 60% in size
Target sequence (P07378 whole entry, looked up): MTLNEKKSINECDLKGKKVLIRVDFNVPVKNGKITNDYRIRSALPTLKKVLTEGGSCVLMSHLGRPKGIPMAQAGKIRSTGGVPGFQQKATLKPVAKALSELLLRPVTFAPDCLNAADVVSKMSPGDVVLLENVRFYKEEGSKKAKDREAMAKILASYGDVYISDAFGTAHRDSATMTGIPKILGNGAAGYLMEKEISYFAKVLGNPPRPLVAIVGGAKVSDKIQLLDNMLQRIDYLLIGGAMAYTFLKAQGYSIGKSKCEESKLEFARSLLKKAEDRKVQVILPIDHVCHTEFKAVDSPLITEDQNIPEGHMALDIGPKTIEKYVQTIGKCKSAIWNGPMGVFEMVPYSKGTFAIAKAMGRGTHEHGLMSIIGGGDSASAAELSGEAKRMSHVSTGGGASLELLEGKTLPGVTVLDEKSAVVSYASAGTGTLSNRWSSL
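Recombinant glycosomal PGK reaction used 1,3-bisphosphoglycerate generated in-well by GAPDH (100nM final) in 100mM TEA pH 7.6, 5mM MgCl2, 0.01% Tween-20. After 60 minutes at room temperature, ATP was read by Kinase-Glo Plus luminescence end-point.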
Pin1 inhibitor: qHTS Assay to Find Inhibitors of Pin1. Peptidyl-prolyl cis-trans isomerase NIMA-interacting 1 (Homo sapiens), Q13526. Pin1 FP peptide displacement, HiFluor488, 10 min. Potency, µM (highest dose often 115 µM), for the others: at the top dose activity, negative = inhibition, usual class: inhibitors. actives 0.009% (n = 390,000). AID 504891, 2011; active = well fitted inhibition curve with a large enough effect in the polarisation, with a control signal flat, not every such curve was filed as active; inconclusive = small, poorly fitted or top-dose-only effect, or effect the other way, or a change in a side signal; inactive = no such curve, though single readings can be large or run the other way; the % refers to the polarisation; also: potency is read from the fitted curve at half-maximal effect; % is scaled to controls: 0 for no effect and ±100 for the full control effect
G9a block: qHTS Assay for Inhibitors of Histone Lysine Methyltransferase G9a. actives 8.8% (n = 350,000). Histone-lysine N-methyltransferase EHMT2 (Homo sapiens), Q96KQ7. G9a H3K9 monomethylation, AlphaScreen, 2 h. Potency, µM (top dose mostly 102 µM), for the others: top-dose activity, negative = inhibition, most hits filed as inhibitors; also: potency is read from the fitted curve at half-maximal effect; % is scaled to controls: 0 for no effect and ±100 for the full control effect; nearly all actives have a fitted effect of over 75% in size
Target sequence (Q96KQ7 913-1193 limits assumed): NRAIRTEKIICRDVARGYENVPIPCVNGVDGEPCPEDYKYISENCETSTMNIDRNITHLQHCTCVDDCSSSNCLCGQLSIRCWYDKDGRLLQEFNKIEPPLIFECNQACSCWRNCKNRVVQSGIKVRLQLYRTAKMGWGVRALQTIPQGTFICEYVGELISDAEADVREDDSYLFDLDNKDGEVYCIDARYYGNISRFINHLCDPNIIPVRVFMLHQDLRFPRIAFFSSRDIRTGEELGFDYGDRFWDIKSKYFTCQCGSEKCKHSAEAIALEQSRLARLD
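Signal arises when biotinylated H3K9 peptide, once monomethylated, bridges streptavidin donor and antibody-captured acceptor beads. Enzyme at 20 nM was preincubated 15 min with test compounds; peptide 500 nM and SAM 20 uM then reacted for 2 h.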
GLS inhibitor: qHTS for Inhibitors of Glutaminase (GLS) | actives 0.21% (n = 410,000) | Glutaminase kidney isoform, mitochondrial (Homo sapiens), O94925 | Potency, µM (titrated, usually from 45.5 µM), inactives show top-dose activity change, negative = inhibition, hits mostly inhibitors | GLS enzymatic activity, qHTS titration; also: potency is read from the fitted curve at half-maximal effect; % is scaled to controls: 0 for no effect and ±100 for the full control effect
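Enzyme dispensed in phosphate buffer (45 mM, pH 8.2, 0.02% Tween-20), compounds pinned in, then 1 mM L-glutamine solution and the glutamate oxidase–HRP–Amplex Red mix added; fluorescence read immediately and again after 30 min at room temperature.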
ERG-DNA inh: qHTS for Small Molecule Inhibitors of the ERG Ets/DNA interaction; Transcriptional regulator ERG (Homo sapiens), P11308; fluorescence polarization, His-ERG Ets domain / labelled DNA; Potency, µM (doses to about 76.9 µM), without a hit: top-dose FP activity, negative = inhibition, most hits filed as inhibitors; actives 0.028% (n = 370,000); AID 624246, 2012; active = well fitted inhibition curve with a large enough effect in the polarisation, with a control signal flat; inconclusive = small, poorly fitted or top-dose-only effect, or effect the other way, or a change in a side signal; inactive = no such curve, though single readings can be large or run the other way; the % refers to the polarisation;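 also: polarization taken with two DNA probes labelled with fluorescein and Texas red; potency is read from the fitted curve at half-maximal effect; % of control where 0% means no effect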
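His-tagged ERG Ets domain (1 uM in the protein solution; 300mM KCl, 50mM Tris-HCl, 1mM EDTA, 1mM DTT, pH 7.5) received compound, then a probe mix of 5 nM fluorescein-DNA and 100nM Texas-615-DNA. Fluorescence polarization was read for both dyes.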
JMJD2A Tudor: qHTS Assay for Inhibitors of JMJD2A-Tudor Domain; Potency, µM (top dose mostly 114 µM), for the others: at the highest dose activity change, negative = inhibition, usual class: inhibitors; actives 4.4% (n = 390,000); AlphaScreen JMJD2A-Tudor / H3K4me3 peptide binding; AID 504339, 2011; also: potency is read from the fitted curve at half-maximal effect; % is scaled to controls: 0 for no effect and ±100 for the full control effect; nearly all actives have a fitted effect of over 50% in size
Active calls of the source: *; i = inactive; ? = inconclusive; . = no result given; & = joins results of further samples; [ ] = dose if it differs, or a comment. Unless noted, calls follow the shape of the dose curve; as a rule, active = well fitted curve in the direction sought with a large enough effect; inconclusive = small, poorly fitted or top-dose-only effect, or another doubt; inactive = no such curve, though single readings can be large; an effect the other way counts as inactive or inconclusive.

BAZ2B block	PI4K2A block	HP1b chromo inh	PGK inhibitor	Pin1 inhibitor	G9a block	GLS inhibitor	ERG-DNA inh	JMJD2A Tudor	molecule
5%	-9	1%	11%	4%	-5%[59 µM]	-4%	-8%	-35%	Cc1ccc2nc(C)c(C(=O)N/N=C/c3cccs3)cc2c1
-3%	0	42%[activator]	-7%	6%	1%[59 µM]	2%	-7%	3%	CC(=O)N1CCC(N(CCN2CCOCC2)C(=S)Nc2ccc(C)cc2C)CC1
-16%	2	36%	2%	10%	-33%	9%	10%	-9%	NC(=O)CSc1nnc2n(-c3ccccc3)c(=O)c3c4c(sc3n12)CCCCC4
-1%	-4	24%	0%	13%	1%[59 µM]	2%	-11%	-4%	CC1=C(C(=O)Nc2cc(C)ccc2C)C2(CCCCCC2)OC1=O
-22%	-3	29%	-3%	-8%	10%	1%	-18%	-20%	COc1cccc(C(=O)NC2CCCc3c2cnn3-c2cc(C)cc(C)c2)c1 (stereo not drawn)
.	1	44%[activator]	-2%	5%	.	2%	-12%	-8%	Cc1noc(C)c1NC(=O)Nc1ccc2c(c1)C(=O)N([C@H](C)CO)C[C@H](C)[C@@H](CN(C)C(=O)Nc1c(C)noc1C)O2
5%	-2	70%[activator]	i	2%	-6%[59 µM]	4%	8%	?	Cc1c(Cl)cccc1NC(=O)CSc1ccc(-c2ccccn2)nn1
-3%	0	42%[activator]	5%	2%	1%	8%	-1%	-1%	COc1ccc(CC(=O)NC2CCCc3ccccc32)cc1 (stereo not drawn)
6%	4	16%	-6%	-1%	-8%	-2%	-8%	-3%	O=CNCCc1nc2ccccc2n1CCc1ccccc1
-18%	-4	34%[activator]	-11%	0%	.	0%	3%	-13%	Cc1nonc1C(=O)N/N=C/c1ccncc1

Look-ups from the list:
Reading of CC1=C(C(=O)Nc2cc(C)ccc2C)C2(CCCCCC2)OC1=O in HP1b chromo inh: 24%
Reading of Cc1nonc1C(=O)N/N=C/c1ccncc1 in GLS inhibitor: 0%

Further compounds follow:
BAZ2B block	PI4K2A block	HP1b chromo inh	PGK inhibitor	Pin1 inhibitor	G9a block	GLS inhibitor	ERG-DNA inh	JMJD2A Tudor	molecule
-6%	1	47%[activator]	-2%	-11%	.	0%	4%	-24%	FC(F)(F)c1cccc(-n2c(Cn3nnc4ccccc43)n[nH]c2=S)c1
9%[57.1 µM]	-1	19%	7%	28%	.	-2%	0%	-18%	Cc1cccc([C@@H]2[C@@H]3C(=O)N(Cc4ccccc4)C(=O)[C@@H]3[C@]3(C)C(=O)N(c4ccc(Br)cc4)C(=O)N23)c1
5%	-7	63%[activator]	i	-1%	5%[0.501 µM]	-1%	-8%	-9%	Cn1cncc1C#Cc1ccc2cc(C(C)(C)O)oc(=O)c2c1
?	5	?	i	-5%	?	10%	2%	?	COc1ccc(CCNc2oc(-c3ccc(OC)c(OC)c3)nc2C#N)cc1
-25%	-2	15%	-2%	1%	-3%	1%	3%	-31%	O=[N+]([O-])c1ccc(/C=N/NC2=NS(=O)(=O)c3ccccc32)cc1
-3%	1	39%	2%	-11%	-1%[59 µM]	-11%	8%	-8%	Cc1coc2c1c(C)cc1oc(=O)c(CC(=O)NCc3ccc(Cl)cc3)c(C)c12
-27%	1	16%	i	12%	32%[59 µM]	-3%	-7%	13%	COC(=O)c1cncc(O)c1
2%	2	69%[activator]	0%	7%	53%[59 µM]	-15%	7%	24%	Cc1cc(SCC(=O)OCC(=O)NC(C)c2ccccc2)c(C)cc1Br (stereo not drawn)
-23%	4	37%	4%	-1%	-9%	0%	-4%	-1%	CCc1c(C)nc2ncnn2c1N1CCN(S(=O)(=O)c2ccc(OC)cc2)CC1
-14%	1	43%[activator]	-1%	0%	25%	0%	7%	-5%	CC(C)c1ccc(NC(=O)c2ccc3snnc3c2)cc1

The results go on:
BAZ2B block	PI4K2A block	HP1b chromo inh	PGK inhibitor	Pin1 inhibitor	G9a block	GLS inhibitor	ERG-DNA inh	JMJD2A Tudor	molecule
-5%	-3	19%	-2%	2%&2%	3%[0.501 µM]	-2%	.	-6%&-15%	CCn1cnc2c(NCCc3cccnc3)nc(C#N)nc21
5%	0	26%	-7%	-1%	13%	8%	-1%	6%	COc1ccc(/C=C(/NC(=O)c2ccc(C)cc2)C(=O)N2CCCC2)cc1OC
-6%	0	37%	i	0%	0%[0.0925 µM]	-3%	-11%	-11%	Cc1ccccc1CN1CCC(n2nccc2NC(=O)CCCc2ccccc2)CC1
?	1	-10%	8%	0%	?	3%	?	-31%	Cc1ccc(CN2CC(C(=O)Nc3cccc(S(=O)(=O)N4CCCCC4)c3)CC2=O)cc1 (stereo not drawn)
.	-2	-7%	-10%	?	8.9µM*	0%	-14%	2.8µM*	CN(CCOc1ccccc1)CC(=O)Nc1ccc(Cl)c(S(=O)(=O)N(C)C)c1
?	6	19%	i	-1%	?	1%	-4%	-12%	CC(c1nccs1)N(C)C(=O)CCc1nnc(Cc2c[nH]c3ccccc23)o1 (stereo not drawn)
-21%	6	4%	-4%	-5%	10%[12.7 µM]	1%	-1%	-17%	O=C1CCCC2=C1C(c1cccs1)Nc1ccc3ncccc3c12 (stereo not drawn)
-2%	-7	29%	.	4%	-3%[59 µM]	?	.	-24%	Cc1c(NCc2nc3ccccc3[nH]2)c(=O)n(-c2ccccc2)n1C
-10%	-5	21%	-3%	6%	?	2%	-6%	-21%	Cc1cc(C)nc(NC(=NCc2ccc3c(c2)OCO3)NC(=O)Nc2ccccc2)n1
.	4	-13%	-8%	1%	.	0%	2%	-13%	Cc1cccc(-c2c3c(nc4c2c(=O)n(C)c(=O)n4C)-c2ccccc2C3O)c1 (stereo not drawn)

JMJD2A Tudor: entries above that show a hit
BAZ2B block	PI4K2A block	HP1b chromo inh	PGK inhibitor	Pin1 inhibitor	G9a block	GLS inhibitor	ERG-DNA inh	JMJD2A Tudor	molecule
.	-2	-7%	-10%	?	8.9µM*	0%	-14%	2.8µM*	CN(CCOc1ccccc1)CC(=O)Nc1ccc(Cl)c(S(=O)(=O)N(C)C)c1

(listing goes on)
BAZ2B block	PI4K2A block	HP1b chromo inh	PGK inhibitor	Pin1 inhibitor	G9a block	GLS inhibitor	ERG-DNA inh	JMJD2A Tudor	molecule
5%	5	52%[activator]	-2%	3%	-14%	26%	9%	-10%	CCOC(=O)C1CCCN(c2c(NCCN(C)Cc3ccccc3)c(=O)c2=O)C1 (stereo not drawn)
11%	-3	21%	-30%	-1%	-2%	1%	0%	-14%	CSc1ccc(/C=N/n2c(C)cc(C)cc2=O)cc1
-2%	-2	35%	-5%	-6%	-2%[0.501 µM]	-13%	-5%	2%	Cc1ccc(C)c(S(=O)(=O)N(C)C2(C)CCS(=O)(=O)C2)c1 (stereo not drawn)
3%	-3	32%[activator]	.	2%	?	-10%	.	-10%	CCOC(=O)c1ccc(N2C(=O)CC(N3CCC(C(N)=O)(N4CCCCC4)CC3)C2=O)cc1 (stereo not drawn)
-9%	-19	24%	-2%	-17%	-19%	17%	-5%	-4%	CCCCCCSc1nc(O)c(C2OC(=O)c3c2ccc(OC)c3OC)c(=O)n1CC (stereo not drawn)
-1%	-2	17%	-5%	1%	5%	-3%	0%	-15%	Cc1ccc(S(=O)(=O)N2CCCN(S(=O)(=O)c3ccc(C(F)(F)F)cc3)CC2)cc1

Just BAZ2B block, GLS inhibitor and HP1b chromo inh (three entries from above):
SMILES | BAZ2B block | GLS inhibitor | HP1b chromo inh
CCCCCCSc1nc(O)c(C2OC(=O)c3c2ccc(OC)c3OC)c(=O)n1CC (stereo not drawn) | -9% | 17% | 24%
CSc1ccc(/C=N/n2c(C)cc(C)cc2=O)cc1 | 11% | 1% | 21%
CCOC(=O)c1ccc(N2C(=O)CC(N3CCC(C(N)=O)(N4CCCCC4)CC3)C2=O)cc1 (stereo not drawn) | 3% | -10% | 32%[activator]
